Screens as filed in PubChem.
MITF TRPM1 HTS: activators of MITF-driven TRPM1 promoter reporter, primary screen, cell-based, SK-MEL-5, luciferase, single point; activation, % at 12.5 µM; 300,000 tested, 0.75% active; SK-MEL-5 TRPM1-promoter luciferase, 24 h; % of positive control, neutral wells = 0;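 active = mean activation of at least 80% with every replicate also reaching 80%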;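 note: 0% = neutral control wells and 100% = parthenolide positive control wells; values of inactives mirror those of a sister screen read the other way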
PvdQ inh: P. aeruginosa PvdQ acylase inhibitors, primary screen, biochemical, fluorescence, plate reader and imaging, single point. 340,000 tested, 0.063% active. AID 488965, 2010. inhibition, % at 10 µM. purified PvdQ acylase; in the data active = inhibition above about 30%, passing the limit was not always enough;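 note: 0% = vehicle neutral wells and 100% = reference inhibitor wells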
Wnt bcat act: Wnt/beta-catenin pathway activators, primary screen, cell-based, plate reader, single point; Wnt/beta-catenin reporter cell assay, activator; activation, % at 9.35 µM; 300,000 tested, 1.2% active; AID 743398, 2014; in the data active = activation above about 30%, passing the limit was not always enough;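 note: 0% = neutral control wells and 100% = positive control wells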
CDK5 p35 inh: inhibitors of human CDK5/p35 kinase, primary screen, biochemical, single concentration | Recombinant CDK5/p35, ADP-Glo luminescence, 60 min | inhibition, % at 10 µM | AID 488839, 2010 | 330,000 tested, 0.01% active | Cyclin-dependent kinase 5 (Homo sapiens) + Cyclin-dependent kinase 5 activator 1 (Homo …;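 active = highest replicate inhibition of at least 50% and at least 75% of replicates reaching 50%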;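 note: plate controls were DMSO neutral control for no effect and GW8510 at 10 µM for full effect; many of its hits are not listed in these tables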
SR-BI DiI inh: inhibitors of SR-BI mediated HDL lipid uptake, primary screen, ldlA[mSR-BI] cells, fluorescence, single point. ldlA[mSR-BI] CHO cells, DiI-HDL uptake fluorescence, 3 h. inhibition, % at 12.5 µM. 320,000 tested, 0.96% active. Scavenger receptor class B member 1 (Mus musculus), Q61009;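 active = mean replicate inhibition of at least 70% and a set share of replicates each scoring 70 or more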;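 note: 0% = median of neutral control wells and 100% = median of positive control wells; values of inactives mirror those of a sister screen read the other way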
Target sequence (Q61009 whole entry, looked up): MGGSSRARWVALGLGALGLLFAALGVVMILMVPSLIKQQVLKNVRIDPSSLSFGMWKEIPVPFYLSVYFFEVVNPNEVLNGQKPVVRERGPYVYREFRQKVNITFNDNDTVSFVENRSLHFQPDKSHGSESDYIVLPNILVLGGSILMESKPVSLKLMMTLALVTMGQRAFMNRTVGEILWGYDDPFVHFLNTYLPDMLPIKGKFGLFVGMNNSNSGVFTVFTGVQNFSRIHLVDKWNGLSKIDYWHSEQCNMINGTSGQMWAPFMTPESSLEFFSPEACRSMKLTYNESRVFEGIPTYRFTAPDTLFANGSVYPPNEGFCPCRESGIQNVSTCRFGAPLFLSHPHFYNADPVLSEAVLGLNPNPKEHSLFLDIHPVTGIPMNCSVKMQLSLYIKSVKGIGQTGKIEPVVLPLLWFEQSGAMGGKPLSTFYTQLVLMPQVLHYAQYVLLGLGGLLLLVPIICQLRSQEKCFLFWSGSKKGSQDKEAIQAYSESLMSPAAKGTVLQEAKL
dFosB activator: activators of delta FosB homodimer, primary screen, biochemical, fluorescence polarization, TAMRA-CDK5 oligo, single point | activation, % at 25 µM | Protein FosB (Mus musculus), P13346 | AID 493131, 2011 | purified delta FosB; percent of positive-control signal above neutral wells | 340,000 tested, 0.99% active;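 active = mean activation above about 17%, with every replicate also reaching it, limit read from the data, passing the limit was not always enough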;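 note: fluorescence polarization rise as delta FosB binds a TAMRA Cdk5 AP-1 oligo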
Target sequence (P13346 whole entry, looked up): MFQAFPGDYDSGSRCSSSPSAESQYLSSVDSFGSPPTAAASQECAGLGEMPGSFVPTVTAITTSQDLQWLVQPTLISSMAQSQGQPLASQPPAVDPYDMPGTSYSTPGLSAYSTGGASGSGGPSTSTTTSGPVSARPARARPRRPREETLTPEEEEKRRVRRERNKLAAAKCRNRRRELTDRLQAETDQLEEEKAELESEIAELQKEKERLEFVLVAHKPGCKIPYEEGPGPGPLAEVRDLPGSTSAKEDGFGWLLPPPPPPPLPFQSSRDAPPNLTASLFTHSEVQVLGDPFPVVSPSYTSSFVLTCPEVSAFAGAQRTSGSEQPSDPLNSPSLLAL
Rtt109 HAT inh: inhibitors of C. albicans Rtt109/Vps75 HAT, primary screen, biochemical, ThioGlo CoA-SH fluorescence, plate reader; Histone acetyltransferase RTT109 (Candida albicans (strain SC5314 / ATCC MYA-2876)), …; purified Rtt109/Vps75, 4 h; inhibition, % at 34.9 µM; 330,000 tested, 0.16% active;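 active = inhibition of at least 50% in every replicate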
SR-BI DiI-HDL act: activators of SR-BI mediated DiI-HDL uptake, primary screen, ldlA[mSR-BI] CHO cells, DiI fluorescence. 3 h; 100 = double the neutral-control signal. activation, % at 12.5 µM. 320,000 tested, 0.096% active;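 active = mean replicate activation of at least 60% and every replicate at or above 60%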;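 note: 0% = median plate neutral-control signal and 100% = twice that signal; values of inactives mirror those of a sister screen read the other way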
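Material – SR-BI-overexpressing, LDLR-lacking CHO cells · Medium – BSA-supplemented, HEPES-buffered Ham's F12, pH 7.4 · Doses – single concentration · Times – compound with DiI-HDL co-incubation, 3 h at 37 °C · Measured by – bottom-read fluorescence, 550/595 nm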
cardiac RTF act: cardiac RTF calcium sensitivity activators, primary screen, biochemical, IANBD-TnC fluorescence, EC20 calcium | AID 493008, 2010 | activation, % at 7.2 µM | IANBD-labeled TnC RTF fluorescence at EC20 calcium; 0% EC20 calcium, 100% full calcium | Troponin I, cardiac muscle (Homo sapiens) + Troponin T, cardiac muscle (Homo sapiens) + … | 340,000 tested, 0.24% active;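 active = activation above the mean over all tested compounds plus 3 SD, cut at about 30% in these data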;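 note: rise in fluorescence read as greater calcium sensitivity of cardiac thin filaments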
HTR5A ag ctr: HTR5A agonists in luminescence cell assay, primary screen, counter-screen for OPRM1-OPRD1 heterodimer agonist project, full-deck HTS. 5-hydroxytryptamine receptor 5A (Homo sapiens), P47898. AID 504692, 2011. cell-based. activation, % at 9.3 µM. 340,000 tested, 0.61% active; in the data active = activation mostly above about 9.5%, no sharp cut-off; inactive = mostly below about 7.6%;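 note: 0% = cells with vehicle only and 100% = reference agonist; strong numbers were not always called active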
Starred values were filed as active, the others as inactive; · = not tested or not shown; & = joins results of further samples.

SMILES	MITF TRPM1 HTS	PvdQ inh	Wnt bcat act	CDK5 p35 inh	SR-BI DiI inh	dFosB activator	Rtt109 HAT inh	SR-BI DiI-HDL act	cardiac RTF act	HTR5A ag ctr
COc1cc(C(=O)NCc2ccc3c(c2)OCO3)c([N+](=O)[O-])cc1OC	·	-15	1	-1.3	-1	-1	-2	1	1	-3
O=C(NC1CCCCC1)C(c1ccc(F)cc1)N(C(=O)c1cccs1)c1ccc2c(c1)OCO2 (stereo not drawn)	-3	1	-2	0.7	44	4	-5	-44	-6	3
Cc1cccc2sc(NC(=O)c3cc(S(=O)(=O)N(C)C)ccc3N3CCCC3)nc12	-29	-3	-11	0.0	76*	-4	-4	-76	0	0
CC(C)(C)c1ccc(NC(=O)C2=CC=CN3CCS(=O)(=O)N=C23)cc1	67	-9	17	0.4	-10	-2	5	10	-1	2
NC(=O)c1ccc(NC(=O)COc2ccc(-n3cnnn3)cc2)cc1	2	18	-2	0.5	-27	2	-2	27	0	14
CCOCCCN(C(=O)Cn1nnc(-c2ccc(C)o2)n1)C(C(=O)NC1CCCC1)c1ccco1 (stereo not drawn)	-8	-10	0	1.7	-5	-14	13	5	-4	-4
CC1(C)CC(=O)C/C(=N\NC(=S)NCc2ccccc2)C1	2	-9	0	0.2	7	-10	2	-7	-1	2
N#Cc1ccc(OCC(=O)NNC(=S)NC2CCCCC2)cc1	-3	5	-3	-0.7	-4	-4	10	4	-1	2
CCOC(=O)C1CCCN(C(=O)COC(=O)c2cc(=O)c3ccccc3o2)C1 (stereo not drawn)	20	3	·	-1.8	-15	4	-5	15	3	0
CCCn1c2ccccc2c2cnn(CC(=O)NCCCN3CCCCC3)c(=O)c21	20	0	0	-1.4	3	-1	35	-3	-2	0
Cc1c(C(=O)N(C)CCOc2ccccc2)oc2c(Cl)cccc12	40	-12	11	-0.9	6	-19	8	-6	-5	1
O=C(NCc1nnc(SCc2ccc(F)cc2)n1-c1ccc(F)cc1)C12CC3CC(CC(C3)C1)C2	-9	-18	-2	-2.8	-13	-31	13	13	-6	-1
Cc1cc(C(=O)Nc2c(F)cc(F)cc2Br)c(C)o1	0	-2	-5	-0.3	26	-5	-10	-26	0	-3
Cc1ccc(O)c(C(=O)c2cnn(C(=O)COc3ccc(Cl)cc3)c2)c1	21	-1	·	1.5	-13	-1	4	13	2	-1
Cc1ccc([N+](=O)[O-])cc1S(=O)(=O)Nc1ccc(C(=O)NCC2CCCO2)cc1 (stereo not drawn)	0	-12	-4	-7.6	0	-13	1	0	-5	1

Among those listed so far, these contain nitrogen in an aromatic ring:
SMILES	MITF TRPM1 HTS	PvdQ inh	Wnt bcat act	CDK5 p35 inh	SR-BI DiI inh	dFosB activator	Rtt109 HAT inh	SR-BI DiI-HDL act	cardiac RTF act	HTR5A ag ctr
Cc1cccc2sc(NC(=O)c3cc(S(=O)(=O)N(C)C)ccc3N3CCCC3)nc12	-29	-3	-11	0.0	76*	-4	-4	-76	0	0
NC(=O)c1ccc(NC(=O)COc2ccc(-n3cnnn3)cc2)cc1	2	18	-2	0.5	-27	2	-2	27	0	14
CCOCCCN(C(=O)Cn1nnc(-c2ccc(C)o2)n1)C(C(=O)NC1CCCC1)c1ccco1 (stereo not drawn)	-8	-10	0	1.7	-5	-14	13	5	-4	-4
CCCn1c2ccccc2c2cnn(CC(=O)NCCCN3CCCCC3)c(=O)c21	20	0	0	-1.4	3	-1	35	-3	-2	0
O=C(NCc1nnc(SCc2ccc(F)cc2)n1-c1ccc(F)cc1)C12CC3CC(CC(C3)C1)C2	-9	-18	-2	-2.8	-13	-31	13	13	-6	-1
Cc1ccc(O)c(C(=O)c2cnn(C(=O)COc3ccc(Cl)cc3)c2)c1	21	-1	·	1.5	-13	-1	4	13	2	-1

Next section
SMILES	MITF TRPM1 HTS	PvdQ inh	Wnt bcat act	CDK5 p35 inh	SR-BI DiI inh	dFosB activator	Rtt109 HAT inh	SR-BI DiI-HDL act	cardiac RTF act	HTR5A ag ctr
Cc1ccc(CS(=O)(=O)c2nc3c(c(N(C)C)n2)CCCC3)cc1	5	-5	-4	-3.3	23	1	4	-23	3	5
Cc1cccc(N2C(=O)N3[C@H]4c5ccccc5OC[C@@H]4[C@@H](c4ccccc4)[C@@]3(C)C2=O)c1	5	-13	-5	-0.6	-3	-3	12	3	-6	-4
COc1ccc(NC(=O)C2CCC(CNc3c(N4CCC(C)CC4)c(=O)c3=O)CC2)cc1OC (stereo not drawn)	-3&-5	-7&-11	-4&-2	-0.8&-2.9	58&47	0&0	1&-6	-58&-47	2&3	-1&-3
O=C(O)CC(NC(=O)Cc1ccccc1)c1ccccc1 (stereo not drawn)	·	-5	-1	-0.9	-23	0	6	23	-4	-1
COc1ccc(C(=O)c2c(C)oc3cc([N+](=O)[O-])c(O)c([N+](=O)[O-])c23)cc1	8	-6	·	-2.6	16	-4	-1	-16	-6	-4
COc1ccc(C2(C)NC(=O)N(CC(=O)Nc3ccc(C)cc3Br)C2=O)cc1OC (stereo not drawn)	-8	-6	1	-0.6	3	-9	-2	-3	-4	-2
COc1ccc(CCN=CC2=C(O)CCCC2=O)cc1OC	0	-4	1	-0.2	-6	3	-6	6	3	1
Cn1c(Cn2nnc3ccccc32)nnc1SCC(=O)c1ccc(F)cc1	0	-12	0	-3.0	-10	3	2	10	13	1
O=C(C1CC(=O)N(c2ccc3c(c2)OCCO3)C1)N1CCN(S(=O)(=O)c2ccc(F)cc2)CC1 (stereo not drawn)	-5	-6	0	0.5	-24	-5	5	24	-1	0
COc1ccc(NS(=O)(=O)c2cc(NC(=O)CCSc3ccccc3)ccc2OC)cc1	7	-7	-6	1.6	43	-14	-6	-43	2	1
CCOc1ncccc1C(=O)Nc1cc(S(=O)(=O)N2CCOCC2)ccc1N1CCCC1	-6	-2	0	-3.8	-10	-9	5	10	-2	-2
Nc1nc(SCC(=O)N2CCOCC2)n[nH]1	4	-9	5	-0.4	-18	-2	-2	18	3	-5
CCCCNC(=O)c1cc2c(=O)n3cccc(C)c3nc2s1	25	3	8	-0.4	-2	-15	10	2	-1	2
O=C(Cc1coc2cc3c(cc12)CCC3)NC1CCCCCCC1	2	-9	0	1.2	-6	0	1	6	-2	-1
O=C(CN1CCN(C/C=C/c2ccccc2)CC1)Nc1cc([N+](=O)[O-])ccc1Cl	-13	-6	·	-7.9	-29	1	7	29	6	-5

Three entries picked at random from those above:
SMILES	MITF TRPM1 HTS	PvdQ inh	Wnt bcat act	CDK5 p35 inh	SR-BI DiI inh	dFosB activator	Rtt109 HAT inh	SR-BI DiI-HDL act	cardiac RTF act	HTR5A ag ctr
O=C(Cc1coc2cc3c(cc12)CCC3)NC1CCCCCCC1	2	-9	0	1.2	-6	0	1	6	-2	-1
O=C(O)CC(NC(=O)Cc1ccccc1)c1ccccc1 (stereo not drawn)	·	-5	-1	-0.9	-23	0	6	23	-4	-1
CCOc1ncccc1C(=O)Nc1cc(S(=O)(=O)N2CCOCC2)ccc1N1CCCC1	-6	-2	0	-3.8	-10	-9	5	10	-2	-2

Continuation.
SMILES	MITF TRPM1 HTS	PvdQ inh	Wnt bcat act	CDK5 p35 inh	SR-BI DiI inh	dFosB activator	Rtt109 HAT inh	SR-BI DiI-HDL act	cardiac RTF act	HTR5A ag ctr
CCN(CC)c1ccc(S(=O)(=O)N2CCOCC2)cc1NC(=O)CN1CCN(Cc2ccccc2)CC1	0	-8	-3	-0.8	·	-9	18	·	1	0
COc1ccc(NC(=O)CSCC(=O)NC2(C)CCS(=O)(=O)C2)cc1 (stereo not drawn)	-6	-10	-1	2.3	-3	-2	-1	3	0	0
COc1ccc(-c2noc(N3CCC(C(=O)NCc4ccc(F)cc4)CC3)n2)cc1	·	-7	0	0.4	32	-2	1	-32	7	8
Cc1cc2occ(CC(=O)N(C)CC(=O)Nc3cccc(F)c3)c2cc1C	13	2	3	0.2	-18	-11	8	18	-1	6
Cc1ccc(-c2nnc3n2N=C(c2ccc(Br)cc2)CS3)cc1	17	-16	-4	0.3	13	-11	-8	-13	-7	-2
CCc1noc(C)c1C(=O)Nc1nc(-c2cccs2)cs1	24	-3	12	-0.2	29	-4	2	-29	-4	-11
O=C(/C=C/c1ccco1)NC(=S)Nc1ccc(N2CCCC2)cc1	-11	4	7	0.4	0	-8	-6	0	-1	-1
On1c(-c2ccc(Cl)cc2Cl)nc2ncccc21	2	-37	2	0.9	-7	-5	·	7	-1	1
Cc1csc2nc(CNS(=O)(=O)c3cccnc3)cn12	6	-9	4	0.6	-21	4	-4	21	-1	-5
COc1ccc(COC(=O)C2CCN(S(=O)(=O)c3ccc(Cl)cc3)CC2)cc1	5	-15	-4	3.3	-27	-16	-3	27	6	0
O=C(NC(Cc1ccccc1)C(=O)O)/C(=C\c1ccccc1)NC(=O)c1ccc(Br)o1 (stereo not drawn)	-5	2	16	1.1	-14	-7	-6	14	-1	-2
O=C(Nc1ccc(NC(=S)NC(=O)c2ccccc2F)cc1)c1cccs1	3	2	2	1.1	51	-5	10	-51	2	-1
O=C(COC(=O)Cc1n[nH]c(=O)c2ccccc12)Nc1cccc(C(F)(F)F)c1	2	-12	-4	-2.1	-17	-8	-2	17	4	2
O=C(NC1CCCCC1)C(c1ccc2ncccc2c1)N(Cc1ccccc1)C(=O)c1ccc2c(c1)OCCO2 (stereo not drawn)	-7	-15	·	-0.6	-19	-8	-1	19	7	-1
COc1ccccc1-n1c(SCC(=O)N2CCc3ccccc32)nc2c(c1=O)SCC2	·	-11	-1	-2.0	9	6	4	-9	4	4
Cn1c(=O)n(C)c2cc([N+](=O)[O-])c(N3CCN(C(=O)c4cccc(Cl)c4)CC3)cc21	-1	-1	·	-0.2	24	0	-1	-24	12	-9
CC(C)COC(=O)Nc1ccc(C(=O)O)cc1	18	-15	·	-0.4	-1	0	3	1	4	-1
OCC1(Cc2ccccc2)CCN(Cc2cnn(-c3ccccc3F)c2)CC1	6	-10	-1	-1.0	-10	-5	-2	10	-1	2
Cc1ccc(OCCNC(=O)c2cc(C3CC3)nc3c2cnn3C(C)C)cc1	-6	-2	0	0.0	30	-4	10	-30	-3	5
CN1CCC(N(C)S(=O)(=O)c2ccc(NC(=O)c3cccc(C#N)c3)cc2)CC1	18	2	0	2.4	-36	-2	-12	36	-3	0
